Screens from PubChem.
OPRM1-OPRD1 ag – agonists of human mu-delta opioid receptor heterodimerization; cells, OPRM1-OPRD1 heterodimerization, luminescence; activation, % at 9.3 µM; 0.3% of 340,000 active; in the data active means activation above about 18%;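 further: 0% = vehicle-treated cells and 100% = reference agonist; values of inactives mirror those of a sister screen read the other way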
Target sequence (P35372 whole entry, looked up): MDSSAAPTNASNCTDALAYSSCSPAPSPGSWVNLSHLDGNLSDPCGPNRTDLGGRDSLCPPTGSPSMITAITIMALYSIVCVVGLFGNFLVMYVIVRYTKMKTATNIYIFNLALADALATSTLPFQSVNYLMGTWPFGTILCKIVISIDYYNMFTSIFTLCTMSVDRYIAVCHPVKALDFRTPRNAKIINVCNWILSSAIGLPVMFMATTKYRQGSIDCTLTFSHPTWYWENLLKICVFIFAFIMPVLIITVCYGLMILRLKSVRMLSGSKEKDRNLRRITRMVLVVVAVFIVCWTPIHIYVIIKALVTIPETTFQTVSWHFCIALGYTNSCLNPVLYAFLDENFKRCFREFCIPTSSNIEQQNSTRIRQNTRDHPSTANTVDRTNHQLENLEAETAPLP
Target sequence (P41143 whole entry, looked up): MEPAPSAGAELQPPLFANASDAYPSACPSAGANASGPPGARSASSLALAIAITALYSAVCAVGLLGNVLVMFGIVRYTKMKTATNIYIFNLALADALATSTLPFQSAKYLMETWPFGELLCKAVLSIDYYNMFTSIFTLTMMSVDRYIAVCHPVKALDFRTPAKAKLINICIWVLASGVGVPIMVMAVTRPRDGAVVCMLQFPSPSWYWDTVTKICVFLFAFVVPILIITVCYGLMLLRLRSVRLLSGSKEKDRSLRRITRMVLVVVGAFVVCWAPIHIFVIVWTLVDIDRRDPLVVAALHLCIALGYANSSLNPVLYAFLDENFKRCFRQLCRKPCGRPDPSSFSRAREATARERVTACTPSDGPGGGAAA
E coli growth – counter-screen for AddAB inhibitors: E. coli growth inhibition. 0.27% of 330,000 active. E. coli V3065 growth, OD600 absorbance, 18 h. AID 449728. inhibition, % at 11.9 µM;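 active means inhibition above the campaign's mean inhibition across all tested compounds plus 3 SD, cut at about 9.9% in these data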;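 further: uninfected addAB+ strain grown without phage in ampicillin broth; 0% = DMSO wells and 100% = ciprofloxacin 0.95 µg/ml wells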
Tat export inh – E. coli Tat transport inhibition. 0.036% of 340,000 active. inhibition, % at 10 µM. E. coli MC4100 TorA-mCherry Tat export, fluorescence;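 active means mean replicate inhibition at least 50% and at least half of replicates individually reaching 50%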;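 further: exported cargo escapes ClpAP degradation while cytoplasmic cargo is degraded and loses fluorescence; 0% = median of neutral control wells and 100% = median of NaSCN control wells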
PKA-R1A act – PKA-R1A complex activation; P00514+P68181; PKA-R1A dissociation, Cy5-IP20 fluorescence polarization; scaled: DMSO 0%, 113 µM cGMP 100%; activation, % at 11.4 µM; 0.083% of 340,000 active; AID 504707;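 active means percent activation above the mean of all tested compounds plus 3 SD, cut at about 19% in these data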;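 further: higher means more PKAc released from R1A so a rise in polarization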
Mot1-301 SUMO – inhibitors of SUMOylation pathway: yeast Mot1-301 growth rescue. 1% of 320,000 active. growth rescue, % at 18.8 µM. AID 2716. S. cerevisiae Mot1-301 growth rescue, ATP luminescence, 38.5C; percent above DMSO median, 100 means doubled;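 active means every valid replicate shows activation above 250% relative to neutral control wells; inactive means the rest, any valid replicate at or below 250%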;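 further: OY570 slx delta 5 strain wells were the positive control but not used for scaling; some compounds called inactive have numbers as strong as hits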
PKA-R2B activ – activators of human PKA-R2B complex; P22694+P31323; AID 504700; 0.079% of 340,000 active; PKA-R2B holoenzyme dissociation, Cy5-IP20 fluorescence polarization; R2B truncated from residue 108, S112A mutant; 0% DMSO only, 100% 113 µM cGMP; activation, % at 11.4 µM;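 active means activation above a cutoff set at the mean over all compounds plus 3 SD, cut at about 18% in these data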;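 further: higher means more holoenzyme dissociation and a rise in polarization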
AddAB inh – less growth of phage-infected E. coli with AddAB | E. coli expressing H. pylori AddAB, absorbance growth | 0.29% of 330,000 active | inhibition, % at 11.9 µM; in the data active means inhibition above about 12%;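 further: 0% = vehicle wells of infected cells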
phage Ecoli inh – E. coli growth loss with phage present. 0.26% of 360,000 active. growth absorbance. inhibition, % at 11.9 µM; in the data active means inhibition above about 11%
PfHsp90 yeast 2 – growth inhibition of yeast expressing Plasmodium Hsp90 | AID 504621 | S. cerevisiae expressing PfHsp90, BacTiter-Glo ATP, 48 h; yeast lacking PDR1 and PDR3 efflux regulators | inhibition, % at 9.4 µM | 0.32% of 310,000 active;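 active means every replicate shows inhibition above about 80%, whatever the replicate mean, limit read from the data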;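 further: 0% = DMSO neutral controls and 100% = 20 µM radicicol positive controls; yeast relying on Plasmodium falciparum Hsp90 in place of its own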
HTR5A inv ag – inverse agonist of human HTR5A in OPRM1-OPRD1 counter-screen; HTR5A cell line, luminescence, inverse agonism; 0.083% of 340,000 active; P47898; inhibition, % at 9.3 µM; AID 504634; in the data active means inhibition mostly above about 23%, no sharp cut-off; inactive means mostly below about 18%;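 further: 0% = cells with DMSO and 100% = no-cell wells with DMSO; some compounds called inactive have numbers as strong as hits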
MOR-DOR inv ag – inverse agonist of human OPRM1-OPRD1 heterodimerization; AID 504357; 0.21% of 340,000 active; P35372+P41143; inhibition, % at 9.3 µM; cell-based MOR-DOR heterodimer luminescence, inverse agonism; in the data active means inhibition above about 22%, passing the limit was not always enough;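 further: 0% = cells with DMSO and 100% = wells without cells with DMSO; values of inactives mirror those of a sister screen read the other way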
Active calls of the source: *; / = no result given; & = joins results of further samples.

canonical_smiles | phage Ecoli inh | OPRM1-OPRD1 ag | PKA-R1A act | Tat export inh | MOR-DOR inv ag | E coli growth | PKA-R2B activ | AddAB inh | PfHsp90 yeast 2 | Mot1-301 SUMO | HTR5A inv ag
CCN1CCN(Cc2ccc(NC(=O)c3ccc(C)c(NC(=O)c4cccc5[nH]ccc45)c3)cc2C(F)(F)F)CC1 | 0.9&1.9 | -0.4 | -9&10 | -7 | 2 | 0.8 | -6&0 | 2.1 | 5 | -28 | 16
COc1ccc(Cc2nnc(SCC(=O)NCc3ccco3)o2)cc1 | 0.6 | -1.6 | -1 | -3 | 10 | -1.1 | -6 | 3.1 | -2 | -5 | -6
O=C(CN1CCN(c2ccc([N+](=O)[O-])cc2)CC1)Nc1ccccn1 | 3.4 | -1.9 | -11 | -1 | 10 | 0.2 | 0 | 2.6 | -6 | -26 | -5
O=C(O)CSc1nnc(-c2ccc3c(c2)OCO3)n1-c1ccccc1 | 2.4 | -2.6 | 4 | -9 | 15 | -2.5 | -3 | 0.9 | 7 | 4 | -23
CC(=O)c1ccc(-n2nnnc2SCC(=O)N2CCN(C(=O)c3ccco3)CC2)cc1 | 2.8 | -2.9 | 3 | 0 | 14 | -0.3 | -13 | 1.2 | -2 | 1 | -22
CCOC(=O)NC(=O)/C(C#N)=C\c1ccccc1 | 3.1 | -2.4 | 6 | -4 | 12 | -3.9 | -1 | -2.7 | -41 | -13 | 10
CCC(=O)c1ccc(OC)c(OC)c1OCc1ccccc1 | 0.2 | -3.1 | -10 | 10 | 15 | / | -7 | / | 1 | / | -25
CCN(CC)c1nc(-c2cccc(OC)c2O)nc2ccccc12 | 1.9 | -1.8 | 1 | 0 | 10 | -0.6 | -24 | 1.6 | -36 | 2 | -22
C=CCN1C=CC(=O)[C@@H](O)[C@H]1c1ccccc1Br | 2.0 | -5.0 | 2 | 3 | 23 | / | 3 | / | -10 | / | -8
O=Cc1ccccc1OCCOc1ccccc1C=O | -0.2 | -3.3 | -6 | -2 | 19 | 0.2 | -11 | -1.7 | -19 | 1 | -1
CCOC(=O)/C=C1\CC(C(=O)OCC)Oc2c(OC)cccc21 (stereo not drawn) | 0.1 | -3.9 | 0 | 0 | 19 | -0.5 | 3 | 1.4 | 3 | / | -6
CCOC(=O)N1CCC(NC(=O)c2ccc3nc(N4CCOCC4)sc3c2)CC1 | 3.6 | 0.3 | -10 | -8 | -2 | / | -4 | / | 7 | / | 0

canonical_smiles | phage Ecoli inh | OPRM1-OPRD1 ag | PKA-R1A act | Tat export inh | MOR-DOR inv ag | E coli growth | PKA-R2B activ | AddAB inh | PfHsp90 yeast 2 | Mot1-301 SUMO | HTR5A inv ag
CCS(=O)(=O)c1nc(S(=O)(=O)c2ccc(C)cc2)c(N2CCC(C)CC2)s1 | -2.4 | -0.9 | 5 | 10 | 4 | 2.3 | -6 | 1.4 | -6 | -13 | 8
O=C(CCN1C(=O)c2cccc3cccc(c23)C1=O)N1CCOCC1 | 0.0 | -2.3 | 4 | -4 | 11 | 3.3 | 7 | 3.2 | / | / | 8
COC(=O)c1nnn(CC(=O)NC(=O)Nc2ccccc2)c1C(=O)OC | 2.6 | -0.4 | 2 | -10 | 2 | -2.8 | -11 | -0.2 | -8 | -12 | -23
CCc1noc(C)c1C(=O)Nc1ccc(F)c(F)c1F | 3.0 | -1.5 | 5 | -20 | 10 | -1.3 | -2 | -0.3 | / | -12 | 4
CC1C(=O)Nc2ccc(S(=O)(=O)N3CCCCCC3)cc21 (stereo not drawn) | 7.4 | -2.5 | -7 | 0 | 10 | -0.8 | 7 | 1.4 | 11 | -10 | 4
Cc1ccc(C(=O)C(C)OC(=O)CCN2C(=O)C3C4C=CC(C5CC45)C3C2=O)cc1 (stereo not drawn) | -0.4 | -1.0 | 11 | -9 | 5 | 1.2 | -11 | 0.5 | 17 | 5 | 1
O=C(CCNC(=O)c1ccccc1)NNC(=O)COc1ccccc1Cl | 4.6 | 0.1 | -3 | 1 | -1 | 4.4 | 0 | 2.1 | 5 | -11 | -2
COc1ccccc1Nc1nnc(SCC(=O)Nc2cc(C)on2)s1 | 2.8 | 5.1 | -3 | -4 | -29 | -0.4 | 6 | -1.4 | -32 | -3 | -12
NS(=O)(=O)c1ccc(N=Nc2c(O)c(C(=O)O)cc3ccccc23)cc1 | -2.0 | 2.1 | -15 | 5 | -11 | 0.2 | 5 | 0.9 | 18 | -14 | -7
O=C(c1cc2cc(Br)ccc2oc1=O)N1CCN(c2ccccn2)CC1 | 3.9 | 0.2 | 2 | -5 | -1 | 2.0 | -8 | 1.4 | -8 | -11 | 18
O=C(COC(=O)c1ccc([N+](=O)[O-])s1)Nc1ccc(Cl)cn1 | 0.7 | 4.4 | -12 | -1 | -28 | 0.6 | -10 | -0.2 | -18 | -12 | -16
Cc1nccn1-c1ccc(C=O)cc1 | 4.1 | -0.3 | -6 | -21 | 2 | -0.2 | -9 | 3.4 | 21 | 8 | -6

canonical_smiles | phage Ecoli inh | OPRM1-OPRD1 ag | PKA-R1A act | Tat export inh | MOR-DOR inv ag | E coli growth | PKA-R2B activ | AddAB inh | PfHsp90 yeast 2 | Mot1-301 SUMO | HTR5A inv ag
COC(=O)[C@@H]1C[C@@]2(O)[C@@H](O)[C@@H](O)[C@@H](O)C[C@H]2N1Cc1ccc(-c2ccccc2)cc1 | 2.0 | -4.9 | -8 | -6 | 23 | -0.2 | -12 | 2.0 | 3 | 7 | 18
N#Cc1cnc(Sc2ccccc2)nc1 | 0.5 | -1.4 | 1 | -15 | 6 | 0.6 | 2 | 3.2 | 8 | 5 | 1
C=CCn1c(C)cc(C(=O)CSc2nc3ccccc3[nH]2)c1C | 1.0 | 3.4 | 6 | -3 | -19 | -1.3 | 9 | 0.8 | / | 0 | 3
Cc1ccccc1NC(=O)CN1CCN(C)CC1 | 1.3 | -0.1 | 7 | 1 | 1 | 0.2 | 0 | 0.8 | -19 | 3 | 11
O=[N+]([O-])c1ccc2c(c1)ncn2-c1ccccc1 | 1.5 | 1.3 | -12 | 0 | -6 | 0.6 | 3 | 3.8 | 13 | 12 | 6
C=CCN1C(=O)CSc2ccc(C(=O)NC3CCCCC3)cc21 | 0.3 | -2.2 | -3 | -3 | 11 | 0.2 | -1 | 2.7 | 0 | -1 | 7
CCC(C(=O)Nc1cccnc1Cl)c1ccccc1 (stereo not drawn) | 1.0 | -1.5 | 2 | -17 | 7 | -2.0 | -3 | -0.8 | 14 | 2 | 3
CCN(CC)c1ccc(NC(=O)CCNC(=O)c2ccco2)cc1 | 8.3 | 0.1 | 14 | -22 | 0 | 4.2 | -6 | 5.3 | 4 | 14 | 3
Cc1nc(-c2ccc(S(=O)(=O)Nc3cccc(S(N)(=O)=O)c3)s2)cs1 | 0.5 | / | / | 8 | / | -1.8 | / | 6.4 | -8 | 6 | /
O=C(NC1CC1)C1CCN(C(=O)c2ccccc2Cl)CC1 | 1.2 | 0.2 | 2 | -8 | -1 | -0.4 | 7 | -0.2 | -3 | 0 | 3
Cc1ccccc1OCCC(=O)OCC(=O)Nc1ccc2[nH]c(=O)[nH]c2c1 | -0.1 | -2.8 | -4 | -2 | 18 | 1.6 | -6 | 2.0 | -13 | 279 | 4
Nc1nnc(CCc2ccccc2)s1 | 2.3 | -3.0 | -13 | 5 | 15 | -3.8 | -3 | -1.0 | / | -11 | 1

canonical_smiles | phage Ecoli inh | OPRM1-OPRD1 ag | PKA-R1A act | Tat export inh | MOR-DOR inv ag | E coli growth | PKA-R2B activ | AddAB inh | PfHsp90 yeast 2 | Mot1-301 SUMO | HTR5A inv ag
COc1cccc(OC)c1C(=O)N1CCN(c2c(Cc3ccccc3)c(C)nc3ncnn23)CC1 | 2.8 | -1.0 | -10 | 7 | 5 | 1.8 | 3 | 0.8 | -21 | 691 | -2
COc1ccc(CC(=O)N2CCCC2)c(OC)c1 | 0.9 | 0.0 | -5 | 0 | 0 | -1.1 | -2 | 2.6 | 19 | 159 | 5
CS(=O)(=O)N(CC(=O)NCc1ccccc1Cl)c1cccc([N+](=O)[O-])c1 | 4.4 | -0.7 | -10 | -15 | 4 | 0.7 | -2 | 0.2 | -10 | 3 | 11
CC(=NCCc1ccccc1)C1=C(O)CSC1=O | -1.2 | -1.6 | 3 | -12 | 8 | -1.1 | -2 | 2.5 | 2 | -6 | -30
Cc1cnc(C(=O)OCC(=O)N2c3ccccc3NC(=O)C2(C)C)cn1 | 2.9 | -1.7 | -2 | -10 | 10 | 1.5 | 9 | 1.1 | / | -3 | -8
CC1CCCC(NC(=O)COC(=O)CCc2ccccc2)C1C (stereo not drawn) | 0.1 | -1.7 | -5 | -4 | 9 | 0.2 | 3 | 4.9 | -7 | -3 | -1
O=C(NC1CCN(Cc2ccccc2)CC1)c1cccc(S(=O)(=O)Nc2ccc(SC(F)F)cc2)c1 | 3.3 | 4.4 | -13 | -14 | -18 | 1.9 | -11 | 1.0 | -11 | 7 | 9
c1ccc2c(c1)nc(NCc1ccc3c(c1)OCO3)n2CCN1CCOCC1 | 5.7 | / | -1 | 5 | / | -1.3 | 6 | -1.1 | -6 | -1 | /
CSCC[C@H](NC(=O)Cc1c(C)c2c(cc(C)c3c(C)coc32)oc1=O)C(=O)O | -1.6 | -1.8 | -4 | 8 | 8 | / | 10 | / | -13 | -8 | -2
Cc1ccc(S(=O)(=O)N2CCN(c3nn(C)c(=O)n(C)c3=O)CC2)cc1C | 1.6 | -6.2 | 2 | -1 | 23 | -2.8 | -2 | 2.1 | 23 | -2 | -16
CCc1cc(C(=O)NNC(=S)Nc2ccccc2C)cs1 | 1.6 | -3.5 | -11 | 4 | 18 | -0.3 | -4 | 4.7 | 12 | -7 | 30
Cc1ccc(-c2cc(C(=O)N/N=C/c3c(C)nn(C)c3C)c3ccccc3n2)c(C)c1 | 2.2 | 0.0 | -12 | -3 | 0 | 1.9 | -13 | 2.2 | -62 | 229 | -11
COc1cc(SC)ccc1C(=O)Nc1nc(C)cs1 | 5.8 | -3.9 | -3 | 1 | 18 | 0.3 | -1 | -0.1 | 23 | -38 | -11
COC(=O)Nc1ccc(Cc2ccncc2)cc1 | 1.1 | 1.2 | 0 | 7 | -9 | -2.1 | 3 | -0.2 | 17 | -10 | 2
